Tau ThT inhib – tau fibrillization inhibition (ThT binding); P10636; Potency, µM (highest dose often 57.4 µM), for the others: at the highest dose activity, negative = inhibition, hits mostly inhibitors; recombinant tau K18 P301L, heparin-induced fibrillization, ThT fluorescence; 270,000 compounds, 2.1% hits; further: on the % scale 0 is the no-effect control and ±100 the full control effect; nearly all actives have a fitted effect of over 55% in size
Target sequence (P10636 561-689 P618L limits assumed): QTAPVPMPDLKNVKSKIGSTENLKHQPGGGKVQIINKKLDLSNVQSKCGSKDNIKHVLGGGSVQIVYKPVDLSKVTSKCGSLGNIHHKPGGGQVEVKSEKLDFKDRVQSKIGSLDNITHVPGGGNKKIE
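Using a mix of unlabeled (15 uM) and Alexa 594-labeled (0.24 uM) tau K18 P301L, heparin-triggered fibrillization over 6 hr at 37 C was scored by ThT fluorescence.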
Tau fluor counter – counter-screen for tau fibril formation inhibitors. tau K18 P301L (four-repeat tau fragment) Alexa594 fluorescence, heparin fibrillization. Potency, µM (doses to about 57.7 µM), for the others: top-dose activity change, negative = decrease. 280,000 compounds, 0.93% hits; further: on the % scale 0 is the no-effect control and ±100 the full control effect; nearly all actives have a fitted effect of over 55% in size
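Human K18 P301L tau (15 uM unlabeled plus 0.24 uM Alexa 594-labeled, final) in 100 mM sodium acetate pH 7 was mixed with compound and 20 uM heparin and incubated 6 hr at 37 C.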
GAA inh – inhibitors of human lysosomal alpha-glucosidase | purified human GAA, 4-MU-alpha-glucoside fluorescence | Potency, µM (highest dose often 76.9 µM), for the others: top-dose activity change, negative = inhibition, hits mostly inhibitors | 200,000 compounds, 0.005% hits | AID 1466;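 further: plate controls were uninhibited enzyme wells for no effect and no-enzyme background for full effect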
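Human alpha-glucosidase, 4 nM, pre-mixed with test compounds before 400 uM 4-methylumbelliferyl substrate; 20 min room temperature at pH 5.0. Fluorescence read after pH 10 stop; AC50 values from Hill-equation fits.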
HTT cytoprotect – cytoprotection in Huntington HTT-Q103 PC12 cell model; AID 1471; Potency, µM (series often up to 56.4 µM), for the others: cytoprotection (ATP increase), actives largely listed as activators; PC12 HTT-Q103 induced, cytoprotection, ATP luminescence, 40 h; 230,000 compounds, 0.14% hits;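 further: % of control where 0% means no effect; nearly all actives have a fitted effect of over 45% in size; toxic huntingtin expression switched on by the ecdysone agonist tebufenozide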
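Stable PC12 Q103-GFP cells in serum-supplemented, phenol red-free DMEM; induction by tebufenozide at 100 nM final; compound dose series; cell viability quantified luminescently from ATP.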
GAA spleen mod – inhibits or activates alpha-glucosidase in human spleen homogenate | human spleen homogenate, 4-MU-alpha-glucoside fluorescence | Potency, µM (titrated, usually from 79.9 µM), without a hit: at the top dose activity change, negative = inhibition, most hits filed as inhibitors | 240,000 compounds, 0.006% hits;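 further: 0% = enzyme with vehicle and -100% = no enzyme basal signal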
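AC50 values come from Hill-equation fits of concentration-response data, normalized to no-enzyme and full-activity controls. Enzyme source: 1 ug human spleen homogenate; 1 mM fluorogenic 4-MU glucoside, pH 5.0 citrate buffer, 37 C, 40 min.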
GAA glycogen mod – inhibitors or activators of human alpha-glucosidase glycogen cleavage. P10253. recombinant GAA, glycogen substrate, Amplex Red glucose oxidase fluorescence. Potency, µM (titrated, usually from 76.4 µM), for inactives: at the highest dose activity change, negative = inhibition, usual class: inhibitors. 300,000 compounds, 0.38% hits. AID 2100;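 further: 0% = full enzyme reaction and -100% = no-enzyme basal signal; the screen sought inhibitors and activators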
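Recombinant enzyme (4 nM final) with compounds titrated up to 77 uM and bovine liver glycogen (30 ug) in citrate pH 5.0, 0.01% Tween-20, 37 C 40 min. Released glucose detected by Amplex Red/glucose oxidase (Ex 573/Em 610); AC50 from Hill fits.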
Tau fibril FP – inhibitors of human tau fibril formation; 280,000 compounds, 0.39% hits; Potency, µM (top dose mostly 57.7 µM), for the others: at the highest dose activity, negative = inhibition, usual class: inhibitors; P10636; AID 1468; K18 P301L tau heparin fibrillization, Alexa594 FP, 6 h; further: on the % scale 0 is the no-effect control and ±100 the full control effect; nearly all actives have a fitted effect of over 55% in size
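Read-out: fluorescence polarization of Alexa 594-labeled tau (0.24 uM), 555 nm excitation, 632 nm emission. Mixtures held 15 uM unlabeled K18 P301L, compound and 20 uM heparin, pH 7 acetate buffer, incubated 6 hr at 37 C.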
aGal spleen mod – inhibitors or activators of human alpha-galactosidase in spleen homogenate; Potency, µM (doses to about 80 µM), for inactives: top-dose activity change, negative = inhibition, usual class: inhibitors; human spleen homogenate, 4MU-alpha-Gal fluorescence, 40 min; 240,000 compounds, 0.008% hits; P06280;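 further: 0% = enzyme with vehicle and -100% = no enzyme basal signal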
Target sequence (P06280 32-429 limits assumed): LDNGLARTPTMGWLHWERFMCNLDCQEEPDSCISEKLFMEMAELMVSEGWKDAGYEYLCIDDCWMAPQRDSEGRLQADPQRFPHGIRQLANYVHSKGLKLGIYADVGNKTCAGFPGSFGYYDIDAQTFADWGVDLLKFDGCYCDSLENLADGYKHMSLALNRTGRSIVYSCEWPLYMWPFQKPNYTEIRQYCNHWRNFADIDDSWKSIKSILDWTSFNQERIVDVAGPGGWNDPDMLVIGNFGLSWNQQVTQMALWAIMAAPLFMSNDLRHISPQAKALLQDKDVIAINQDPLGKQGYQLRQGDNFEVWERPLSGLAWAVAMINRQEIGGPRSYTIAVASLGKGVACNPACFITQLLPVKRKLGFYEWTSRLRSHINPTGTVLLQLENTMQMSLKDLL
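Human spleen homogenate (1 ug) was the enzyme source, with 4-methylumbelliferyl-alpha-D-galactopyranoside (1 mM final) in pH 5.0 citrate buffer with 0.01% Tween-20. Compounds were titrated; after 40 min at 37C, NaOH/glycine stop, 4-MU fluorescence read; AC50 from Hill fits.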
Active calls of the source: *; ? = inconclusive; . = no result given; [ ] = remark or other dose. The call rests on the fitted dose curve; in most records, active means well fitted curve in the direction sought with a large enough effect; inconclusive means small, poorly fitted or top-dose-only effect, or another doubt; inactive means no such curve, though single readings can be large; an effect the other way counts as inactive or inconclusive. Potency means the concentration at half of the fitted maximal effect. Rows were taken by chance, and some 3.3% of all compounds hit somewhere here.

The first 2 records (preview)
smiles,Tau ThT inhib,Tau fluor counter,GAA inh,HTT cytoprotect,GAA spleen mod,GAA glycogen mod,Tau fibril FP,aGal spleen mod
CCOc1ccc(-n2c(=S)sc3c(=O)[nH]c(SCC(=O)NCC4CCCO4)nc32)cc1 (stereo not drawn),-3%,-5%,0%,.,-2%,-16%,-1%,4%
CC(C)NC(=O)C(c1ccccc1)N1Cc2ccccc2C1=O (stereo not drawn),-2%,-4%,.,.,.,16%[76.3 µM],-6%,.

The listing (from the top)
smiles,Tau ThT inhib,Tau fluor counter,GAA inh,HTT cytoprotect,GAA spleen mod,GAA glycogen mod,Tau fibril FP,aGal spleen mod
CCOc1ccc(-n2c(=S)sc3c(=O)[nH]c(SCC(=O)NCC4CCCO4)nc32)cc1 (stereo not drawn),-3%,-5%,0%,.,-2%,-16%,-1%,4%
CC(C)NC(=O)C(c1ccccc1)N1Cc2ccccc2C1=O (stereo not drawn),-2%,-4%,.,.,.,16%[76.3 µM],-6%,.
CC1CC(=O)C2=C(C1)Nc1ncnn1C2c1ccccc1 (stereo not drawn),-9%,-13%,8%,21%,10%,-11%,-3%,13%
CN(C)CC(=O)N1c2ccccc2CCc2ccc(NC(=O)c3ccc(N)cc3)cc21,?,-23%,-9%,0%[10 µM],-6%,1%,4%,2%
Cc1ccc(S(=O)(=O)N[C@@H]2COC(=O)C/C=C\[C@H](C)COC(=O)N[C@@H](C)C(=O)C/C=C\[C@H]2C)cc1,-2%[11.5 µM],4%[11.6 µM],.,5%[10 µM],0%[17.4 µM],.,6%[11.6 µM],2%[17.5 µM]
COc1cc2c(cc1OC)C(C)N(C(=O)c1cc3n(n1)C(C(F)(F)F)CC(c1ccco1)N3)CC2 (stereo not drawn),?,-25%,?,0%[10 µM],-4%,-10%,-10%,-1%
Cc1ccc(C)c2c1[nH]c1ccccc12,?,?,3%,34%,0%,-16%,0%,3%
CC(=O)OCc1cc(=O)n(C)c(=O)n1C,2%,1%,0%,6%,-9%,-2%,-1%,-1%
CCOC(=O)c1cccc(NC(=O)N2CC(CC)Oc3ccccc32)c1 (stereo not drawn),-5%,-2%,.,.,.,-5%[76.3 µM],-9%,.
Cc1cc(C)n(-c2ccc(C(=O)OCC(=O)c3c(N)n(C)c(=O)n(C)c3=O)cc2)n1,?,-3%,2%,-1%[1.9 µM],-20%,2%,3%,-14%
Cc1ccc(C(=O)OCC(=O)NCc2cccs2)cc1S(=O)(=O)N1CCOCC1,1%,-3%,3%,?,-2%,4%,0%,-1%
O=C(Cc1ccccc1)Nc1ccc2c(c1)C(=O)N(CC1CCCO1)C2=O (stereo not drawn),-1%,-5%,-8%,-4%,5%,25%,-2%,7%
Cc1ccc(NC(=O)Cn2cnc3c(nnn3Cc3ccc(F)cc3)c2=O)cc1,6%,8%,1%,-28%,4%,-5%,-3%,2%
CCCn1c2c(c(O)c(C(=O)Nc3ccc(OC)cc3)c1=O)CCCC2,?,-16%,-2%,21%[10 µM],-14%,-5%,3%,5%
COc1cccc(-c2cc(C(F)(F)F)nc(-n3ccc([N+](=O)[O-])n3)n2)c1,-1%,-7%,-1%,-15%,-5%,11%,3%,-3%
CCOC(=O)c1cc2c(=O)n3ccccc3nc2n(Cc2ccco2)c1=NC(=O)c1ccc(F)cc1,-9%,-16%,.,.,.,13%[76.3 µM],-2%,.
COC(=O)c1ccccc1NC(=O)c1ccc(COc2ccccc2Cl)o1,-18%,-24%,.,.,.,-6%[76.3 µM],?,.
COc1ccc(S(=O)(=O)NCC(=O)N(CC(=O)NCC2CCCO2)c2cc(C)ccc2C)cc1 (stereo not drawn),8%,-9%,-5%,6%,10%,6%,2%,-3%
COc1ccc(CCNC(=O)CSc2cn(CCNC(=O)c3ccc(OC)c(OC)c3)c3ccccc23)cc1OC,?,?,.,.,.,-15%[76.3 µM],-2%,.
O=C(NNC(=O)c1ccc(Oc2cc(Cl)cc(Cl)c2)o1)c1ccccc1,-9%,-2%,2%[15.4 µM],-22%[10 µM],0%,7%,-15%,1%
O=C(CCCN1C(=O)c2ccccc2C1=O)NC1=NCCS1,-4%,-3%,-1%,3%,6%,1%,-13%,11%
CCN(CC(=O)Nc1c(F)cccc1F)C(=O)CCc1c[nH]c2ccccc12,0%,0%,-10%,-2%,5%,-2%,4%,11%
CCCC(=O)Nc1cc(Cl)ccc1N1CCN(C(=O)CC)CC1,7%,9%,1%,10%,4%,5%,4%,6%
COC(=O)c1[nH]c2ccc(C)cc2c1NC(=O)C(C)N1CCN(C2CCCCC2)CC1 (stereo not drawn),-15%,-9%,2%,-13%[0.074 µM],-1%,-23%,-2%,8%
CCn1ncc(C2=NOC(C(=O)Nc3c(C)n(C)n(-c4ccccc4)c3=O)C2)c1C (stereo not drawn),-2%,4%,-4%[15.4 µM],-3%,-2%,8%,1%,-3%
OCCC1CN(Cc2ccc(C(F)(F)F)cc2)CCN1Cc1ccccc1 (stereo not drawn),7%,4%,-5%,1%[10 µM],-24%,-8%,4%,-12%
CSC1=NCCN1C(=O)c1ccc(S(=O)(=O)N(C)C)cc1,-13%,-11%,2%,-5%,5%,-18%,-12%,7%
COc1ccc(-c2cc3ccccc3n2CC(O)CNCCO)cc1 (stereo not drawn),?,-25%,6%,-7%,-5%,-17%,5%,3%
CCOC(=O)C1C2C=CC3(CN(Cc4cccs4)C(=O)C13)O2 (stereo not drawn),-6%,-2%,-9%,1%,-2%,-10%,5%,-2%
COC(CN(C)C(C(=O)NC1CCCCC1)c1ccccc1)OC (stereo not drawn),-9%,-14%,-7%,-23%,-4%,4%,-11%,-6%
O=C(c1cc(F)c(F)cc1Cl)N1CCCCC1,1%,-2%,-1%,8%,-4%,1%,0%,2%
O=c1[nH]c(CN2CCN(CCO)CC2)nc2ccccc12,-1%,2%,-4%,2%[0.074 µM],-13%,3%,-1%,-7%
Cc1nc2ccccc2n1C(=O)N1CCOCC1,3%,4%,-4%,22%[10 µM],3%,1%,1%,-1%
COc1ccc(-n2ncc3c(=O)n(CC(=O)N4c5ccccc5CC4C)cnc32)cc1 (stereo not drawn),-3%,-16%,-5%,3%[10 µM],-7%,5%,-3%,-3%
CCOC(=O)CSc1n[nH]c(=S)s1,-11%,-12%,.,-25%[10 µM],3%,?,2%,-7%
Cc1cc(N2CCN(S(=O)(=O)c3ccc(Cl)cc3)CC2)c2ccccc2n1,-18%,-12%,-5%,-25%,-13%,-1%,0%,-10%
CS(=O)(=O)N(CC(=O)NCCSCc1c(F)cccc1Cl)c1ccc2c(c1)OCO2,2%,-6%,?,1%[10 µM],6%,4%,7%,-4%
Clc1ccc(-c2noc(CN3CCN(c4ccccc4)CC3)n2)cc1,?,-21%,-7%,8%[10 µM],-10%,1%,8%,0%
CCCn1nc2cc(C(=O)NCCc3cccs3)ccc2c1OCC,-12%,-9%,8%,-7%[10 µM],-8%,-1%,5%,4%
COC(/C=C/Nc1ccc(C)c(C)c1)=C(C#N)C#N,-5%,-5%,5%,-5%,-5%,-1%,-7%,-2%
Cc1cc(=O)oc2cc(OCC(=O)NCC3CCCO3)ccc12 (stereo not drawn),-5%,-8%,13%,?,-12%,18%,-6%,0%
Cc1ccc2nc(-c3c[nH]c4ccccc34)c(Nc3ccc(F)cc3)n2c1,-11%,5µM*[quencher],.,.,.,?,?,.
Cc1cc(C)cc(NC(=O)CCCSc2nc3ccccc3[nH]2)c1,-12%,?,-9%,22%[10 µM],-2%,-14%,?,7%
CCOc1nc(N=C(N)N)nc2c(C)cccc12,?,-10%,3%,-39%[inhibitor],6%,9%,-7%,1%
NC(=S)Nn1c(CCC(=O)O)ccc1-c1ccccc1,0%,-1%,-6%,8%[10 µM],5%,-7%,2%,-12%
CC(C)(C)NC(=O)CSc1nsc(SCC(=O)NC(C)(C)C)c1C#N,-8%,-11%,-6%,-4%,-11%,-2%,-3%,15%
Cn1cccc1/C=N/NC(=O)c1cccc(OC(F)(F)C(F)F)c1,?,-10%,-10%,-2%[10 µM],-2%,0%,10%,1%
CCC(=NCc1ccc(Cl)c(Cl)c1)c1nc(-c2ccco2)oc1O,?,?,-14%,.,2%,-4%,9%,4%

Just Tau fluor counter, for 3 of the compounds above:
mol,Tau fluor counter
CCOc1nc(N=C(N)N)nc2c(C)cccc12,-10%
CS(=O)(=O)N(CC(=O)NCCSCc1c(F)cccc1Cl)c1ccc2c(c1)OCO2,-6%
Cc1ccc2nc(-c3c[nH]c4ccccc34)c(Nc3ccc(F)cc3)n2c1,5µM*[quencher]

(listing goes on)
smiles,Tau ThT inhib,Tau fluor counter,GAA inh,HTT cytoprotect,GAA spleen mod,GAA glycogen mod,Tau fibril FP,aGal spleen mod
COc1ccc(CCNC(=O)CCCn2c(=O)c3ccccc3n(Cc3ccccc3C)c2=O)cc1OC,-1%,-2%,.,.,.,9%[76.3 µM],-1%,.
CCCc1nnc(NC(=O)c2cc(=O)c3cc(C)c(C)cc3o2)s1,-16%,-6%,.,.,.,15%[76.3 µM],1%,.
COc1cc(OC)cc(C(=O)N2CCN(Cc3cccc(F)c3)CC2)c1,0%,-4%,2%[15.4 µM],21%,3%,-5%,-1%,7%
CCN(C(=O)CSc1nnc(-c2ccccc2Br)o1)C1CCS(=O)(=O)C1 (stereo not drawn),2%,-2%,0%,-32%,11%,4%,-1%,-4%

High-throughput results deposited in PubChem by National Center for Advancing Translational Sciences (NCATS).
